Screens: PubChem, several laboratories
Hep lipid drop = hepatic lipid droplet formation modulation; AML12 mouse hepatocytes, oleate lipid droplets, BODIPY imaging; inhibition, % at 6.5 µM; 240,000 tested, 0.4% active; AID 1656;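 active = lipid droplet intensity inhibited by at least 50%, with more than 500 cells counted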
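Assay system: AML12 mouse liver cells | Compound: 6.5 µM single-point dosing | Schedule: Overnight exposure | Technique: Fluorescence imaging, 20x objective, two fields per well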
WT yeast gro inh = growth inhibition of WT yeast, mitochondrial fusion screen. mitochondrial fusion phenotypic screen, WT strain. inhibition, % at 10 µM. 190,000 tested, 2.1% active. AID 1362; in the data active = inhibition above about 58%; tested in S. cerevisiae
MT stabilize HCS = stabilizes microtubules in HeLa cells; HeLa tubulin immunostaining HCS, 24 h; share of cells brighter than vehicle mean+2SD; 200,000 tested, 0.83% active; % tubulin-high responders, % at 10 µM;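 active = plate Z-score above 3 for both tubulin-high and condensed-nucleus cell shares, with cell loss under 80%, at 10 µM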;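 note: anti alpha tubulin signal scored within the nucleus-defined area of each cell; some results filed as inactive read as strong as hits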
Yfh1-depleted yeast = mitochondrial function rescue without frataxin homolog – Friedreich's ataxia, plus single-dose screen, dose response (AID 1465); one-dose fold induction at 50 µM; EC50 in µM for titrated hits; S. cerevisiae Yfh1-off respiration, WST-1 reduction, 72 h; higher fold induction means a stronger effect; 220,000 tested, 0.074% active;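 active = fold induction of absorbance versus untreated yeast above a set limit, then at least 30% activation at any dose in follow-up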;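 note: activators that raise dye reduction in frataxin-depleted yeast; strong numbers were not always called active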
Dynein cargo inh = blocks dynein driven cargo transport along microtubules; 3617.4 mouse cells, GR-EGFP nuclear translocation imaging; test concentration mostly 20 µM; stimulated with dexamethasone, 1 µM; stronger effect = lower value; z-score, hits read low; 220,000 tested, 0.47% active;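 active = plate z-score of nuclear minus cytoplasmic receptor signal below a set negative limit, without overly bright fluorescence or cell loss, cut at about -3.5 in these data, passing the limit was not always enough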;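 note: z-score of nuclear minus cytoplasmic ring GR-EGFP intensity difference per well; some compounds called inactive have numbers as strong as hits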
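Medium: Induction medium lacking tetracycline, stripped serum | Probe or stimulus: 1.0 µM final dexamethasone stimulus | Schedule: 48 h induction, then 1 h compound, then 30 min agonist, 37 °C | Signal: Automated 10x imaging of fixed Hoechst-stained cells | Evaluation: Per-cell GR-EGFP intensity, nucleus versus surrounding cytoplasmic ring, well-averaged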
Autophagy mod = alters autophagy in cells; MEF GFP-LC3 puncta imaging; test concentration mostly 10 µM; calls only at 10 µM (by protocol); 190,000 tested, 0.98% active; AID 463193;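 active = percentage of spot-positive cells more than 3 SD above its plate mean, without a fluorescence outlier flag or 80% toxicity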;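 note: spot-positive cell cutoff set from DMSO-treated cells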
b-catenin transl = alters nuclear translocation of beta-catenin in HeLa cells. immunofluorescence imaging. nuclear translocation activity, % at 5 µM. 190,000 tested, 0.3% active. AID 1665;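 active = nuclear translocation activity above 50% at 5 µM, with a well cell count of 50 or more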;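 note: per-cell ratio of nuclear to cytoplasmic median beta-catenin stain intensity; plate controls were DMSO negative control for no effect and GSK-3 inhibitor IX positive control for full effect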
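Test system: human HeLa cells, native beta-catenin. Compound dosing: 5 µM primary single dose, 0.1% DMSO, 0.02–20 µM confirmation series. Incubation: compound exposure 24 h at 37°C. Detection: beta-catenin immunostaining with DAPI counterstain, 20x imaging, 6 fields/well. Read-out basis: Nuclear/cytoplasmic beta-catenin signal ratio, % activation.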
HEK293 NOD2/NF-kB = inhibition of NOD2-driven NF-kB reporter – cell-based, luminescence, uHTS, HEK293 (AID 1566). HEK293 NOD2/NF-kB luciferase reporter, luminescence; higher % means a stronger effect. inhibition, % at 4 µM; hits with a dose series show EC50 in µM. 290,000 tested, 0.63% active; in the data active = inhibition above about 50%; note: many of its hits are not listed in these tables
Ins promoter up = MIN6 insulin promoter up-regulation | MIN6 insulin promoter-GFP reporter, high-content imaging; stronger effect = higher value | z-score at 5 µM | 190,000 tested, 0.3% active | AID 1625;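 active = z-score above 3 at 5 µM with at least 500 cells counted in the well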
WT yeast gro inh mutant strain = also measured in WT yeast gro inh; calls as there; inhibition, %; mitochondrial fusion phenotypic screen, mutant strain inhibition
Dynein cargo inh cytoplasmic EGFP = further read-out of Dynein cargo inh, marked with its call; z-score; measured here: cytoplasmic GR-EGFP intensity; stronger effect = higher value
Dynein cargo inh nuclear GR-EGFP = second read-out of Dynein cargo inh, no call of its own (marks repeat the call); z-score; measured here: nuclear GR-EGFP intensity;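 lower value marks the stronger effect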
Dynein cargo inh cell count = recorded beside Dynein cargo inh, whose call it bears; z-score; measured here: cell count per field
Ins promoter up cell count = further read-out of Ins promoter up, marked with its call; cell count; measured here: cytotoxicity, nuclei count;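 total cells summed across four imaged fields per well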
Hep lipid drop cells 6.5 µM = further read-out of Hep lipid drop, marked with its call; cell count; measured here: cell count, cytotoxicity flag;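 cells counted across two imaged fields per well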
b-catenin transl cell count 5 µM = second read-out of b-catenin transl, no call of its own (marks repeat the call); cell count; measured here: cell count, cytotoxicity flag
MT stabilize HCS Hoechst-high % = second read-out of MT stabilize HCS, no call of its own (marks repeat the call); % Hoechst-high responders; measured here: nuclear condensation Hoechst responders;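 share of cells brighter than vehicle mean plus two SD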
MT stabilize HCS cytotoxicity % = recorded beside MT stabilize HCS, whose call it bears; toxicity, %; measured here: cytotoxicity by cell density;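 0% = mean cell density of plate MIN control wells and 100% = no cells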
Autophagy mod cell loss 18 h = recorded beside Autophagy mod, whose call it bears; toxicity, %; measured here: cell loss, nuclei count;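 cell loss after 18 h compound exposure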
* hit, by the source's call; i = inactive; nt = not tested or not shown. This is a subset; rates above refer to the full screens.

SMILES	Hep lipid drop	Hep lipid drop cells 6.5 µM	WT yeast gro inh	WT yeast gro inh mutant strain	MT stabilize HCS	MT stabilize HCS Hoechst-high %	MT stabilize HCS cytotoxicity %	Yfh1-depleted yeast	Dynein cargo inh	Dynein cargo inh cytoplasmic EGFP	Dynein cargo inh nuclear GR-EGFP	Dynein cargo inh cell count	Autophagy mod	Autophagy mod cell loss 18 h	b-catenin transl	b-catenin transl cell count 5 µM	HEK293 NOD2/NF-kB	Ins promoter up	Ins promoter up cell count
COc1ccccc1CN1CCSCC1	11	711	-7	2	1.6	2.1	7.9	i	0.34	-0.39	0.38	0.65	i	-1	-9.1	1256	9%	nt	nt
CC(C)(C)C(=O)Nc1sc2c(c1C(=O)Nc1ccccn1)CCCC2	10	675	-2	-2	2.1	1.3	6.8	i	1.2	-0.17	0.6	-0.4	i	-7	-0.7	973	29%	-0.26	1624
COc1ccc(N(CC(=O)NCCC2=CCCCC2)S(=O)(=O)c2ccc(C)cc2)cc1	16	692	9	11	2.0	2.2	7.7	i	-0.061	-0.31	0.29	-0.43	i	-9	-0.3	1488	10%	0.14	1375
O=C(COC(=O)CSCc1ccccc1)NCc1ccccc1	3	738	-20	-12	2.6	1.3	6.6	i	1.2	-0.064	0.72	0.099	i	-13	1.3	1502	3%	nt	nt
Cc1ccc(-c2nc3sc(C(N)=O)c(N)c3c3c2CCCC3)cc1	1	659	50	32	3.7	2.2	2.0	i	0.32	-0.36	-0.19	0.23	i	-1	-3.1	481	5%	-0.15	1182
O=S(=O)(CC(CN1CCCCC1)N1CCCCC1)c1ccccc1 (stereo not drawn)	0	772	-11	-3	2.4	1.4	12	i	-0.76	-0.16	-0.13	0.66	i	8	1.3	1082	-4%	2.5	1268
O=C(CCS(=O)(=O)c1ccccc1Cl)Nc1ccc(S(=O)(=O)Nc2ncccn2)cc1	0	706	nt	nt	nt	nt	nt	i	0.62	-0.23	0.25	-0.51	nt	nt	-0.5	1075	6%	-0.12	1388
Clc1ccc(-c2ccc(/C=N/Nc3cc(N4CCOCC4)nc(N4CCOCC4)n3)o2)cc1	-32	690	60*	21*	1.4	1.6	8.2	i	-0.28	-0.27	-0.53	1.5	i	-25	3.4	1113	18%	-1.5	722
COc1ccc(N/N=C(/C)c2cnnc(-c3ccccc3)n2)cc1	9	714	7	-11	5.4	3.0	6.0	i	0.026	-0.15	0.15	-0.83	i	-7	0.8	500	3%	-0.13	1402
N#Cc1cccc(Nc2c3c(nc4ccccc24)CCCC3)c1	10	767	-1	6	2.8	1.5	7.9	i	-0.019	-0.25	-0.026	0.39	i	35	-1.6	1109	8%	0.72	1365
COCC(C)NC(=O)c1ccccc1[N+](=O)[O-] (stereo not drawn)	6	676	-4	-15	1.7	2.2	5.9	i	-0.59	-0.29	-0.66	0.41	i	14	-2.5	579	5%	0.59	1316
CC(C)=C1C2CCC1C(C(=O)Nc1cc(C)cc(C)c1)C2C(=O)O (stereo not drawn)	8	712	10	-4	3.2	2.1	11	i	0.29	-0.0041	0.31	-0.28	i	20	0.5	1475	4%	-0.59	1452
Cc1ccc(C)c(NC(=S)N(Cc2cccc(Br)c2)CC2CCC(C(=O)O)CC2)c1 (stereo not drawn)	6	689	0	14	4.4	2.1	7.5	i	-0.13	-0.3	0.3	-0.19	i	-4	-1.3	1124	5%	-0.02	1266
Cc1ccc2nc(SCC(=O)Nc3nnc(SCC(N)=O)s3)[nH]c2c1	nt	nt	6	1	2.0	1.9	12	i	-1.3	-0.088	-0.0093	-0.52	i	-15	-0.4	1359	16%	-0.07	1652
Cc1ccc(C)c(C2=CSC3=NCCN23)c1	nt	nt	-7	85	2.0	2.0	7.0	i	0.55	-0.19	0.61	-0.47	nt	nt	0.6	1442	17%	-0.3	1156
CC(=O)c1ccccc1OC(=O)c1ccc([N+](=O)[O-])o1	-15	602	nt	nt	nt	nt	nt	i	-2.4	0.038	-1.2	0.0033	nt	nt	-0.2	1296	12%	-0.04	1018
Cc1nc(SCC(O)CO)c([N+](=O)[O-])[nH]1 (stereo not drawn)	-2	749	-11	-8	2.4	1.9	4.9	i	-0.75	0.25	-0.081	0.82	i	0	-9.8	1233	-14%	-0.03	903
COCCCN(CC(=O)Nc1ccc(N2CCOCC2)cc1)S(=O)(=O)c1ccccc1	-7	652	-2	9	4.8	0.9	7.0	i	0.0094	-0.26	-0.028	-0.35	i	3	-3.2	1012	14%	-0.16	1601
CC(=O)c1c(C)[nH]c(C(=O)Nc2ccc(S(=O)(=O)N(C)C)cc2)c1C	-1	687	nt	nt	nt	nt	nt	i	1.2	-0.22	0.7	-0.73	nt	nt	-0.4	1300	-12%	-0.65	974
CCC(C)NC(=O)CCC(=O)Nc1ccc2nc(N3CC(C)CC(C)C3)cc(C)c2c1 (stereo not drawn)	2	691	4	10	1.0	0.9	4.7	i	-0.87	-0.33	-0.59	1.2	i	-2	1.1	1070	8%	-1.4	1137
CCCN(CC1CC1)c1nc(N)c(C#N)c(CC#N)c1C#N	-5	872	-2	7	2.4	1.3	4.0	i	0.24	-0.26	0.79	1.1	i	-9	-3.1	1165	-3%	-0.3	951
Cc1ccc(S(=O)(=O)N2CCCCC2)cc1NC(=O)CSc1ncnc2ccccc12	-39	664	11	-30	1.6	3.8	7.7	i	-0.75	-0.3	-0.34	0.36	i	-17	-1.3	954	-36%	-1.2	1204
CCOc1ccccc1N1CCN(C(=O)C2c3ccccc3Oc3ccccc32)CC1	nt	nt	8	11	40*	32*	27*	i	2	0.2	1.7	-2.2	i	17	60*	959*	-8%	-1.6	1137
COc1ccc(-c2cc(C(=O)Nc3cc(C)on3)no2)cc1OC	-2	702	-1	6	4.4	1.9	6.5	i	-1.5	-0.31	-0.85	1.6	i	14	nt	nt	11%	-0.15	1160
O=C(c1ccc(S(=O)(=O)NCC2CCCO2)cc1)N1CCN(c2cccc(Cl)c2)CC1 (stereo not drawn)	-7	697	5	12	3.5	3.7	1.8	i	-1.4	-0.29	-0.31	0.9	i	11	-1.8	1062	19%	-1.4	1431
O=C1C2CCCCN2C(=O)N1CCCCN1CCN(c2ccc([N+](=O)[O-])cc2)CC1 (stereo not drawn)	-3	626	-3	-13	1.7	1.0	0.7	i	-0.58	-0.21	-0.079	0.36	i	0	-0.4	1087	12%	nt	nt
CCCCC(c1nnnn1CCOC)N1CCN(Cc2ccccc2)CC1 (stereo not drawn)	-1	700	-4	11	3.8	2.4	8.5	i	-1.1	-0.26	-0.49	0.3	i	-3	-0.5	1196	9%	0	1139
CCCCSc1nnc(-c2ccc(C)cc2)c2ccccc12	3	656	78*	14*	1.8	3.1	5.8	i	0.67	-0.3	-0.087	-0.019	i	1	3.1	498	6%	-0.43	1115
COc1ccc(CC(=O)OCn2nnc3ccccc3c2=O)cc1	1	784	-5	5	2.8	1.4	11	i	-1	0.11	-0.25	0.28	i	-4	2.6	375	10%	nt	nt
O=[N+]([O-])c1ccc(Cl)c(/C=N/Nc2nc(N3CCOCC3)nc(N3CCOCC3)n2)c1	nt	nt	-10	2	1.4	0.7	4.6	i	-0.23	-0.067	0.0097	1	i	-3	nt	nt	4%	1.6	873
CCOc1cc(-c2c(C#N)c(N)nc3c2CCc2ccccc2-3)ccc1O	8	659	43	14	23	12	49	i	-0.91	-0.14	-0.18	-0.082	i	0	-2.3	1062	-5%	-0.6	1370
Cc1c(/C=C/C(=O)c2ccccc2)cnn1C	nt	nt	12	-10	2.8	0.9	0.7	i	-0.76	-0.11	0.24	0.027	i	-21	1.3	1251	-22%	-0.49	1524
O=C(CSc1nc2ncc(Cl)cc2[nH]1)NC1CCS(=O)(=O)C1 (stereo not drawn)	6	718	-20	22	6.1	2.4	12	i	0.026	-0.33	0.33	0.56	i	3	-5.0	1134	-6%	0.89	1216

In a second layout: 2 of the compounds above
COc1ccccc1CN1CCSCC1
  Hep lipid drop: 11
  Hep lipid drop cells 6.5 µM: 711
  WT yeast gro inh: -7
  WT yeast gro inh mutant strain: 2
  MT stabilize HCS: 1.6
  MT stabilize HCS Hoechst-high %: 2.1
  MT stabilize HCS cytotoxicity %: 7.9
  Yfh1-depleted yeast: i
  Dynein cargo inh: 0.34
  Dynein cargo inh cytoplasmic EGFP: -0.39
  Dynein cargo inh nuclear GR-EGFP: 0.38
  Dynein cargo inh cell count: 0.65
  Autophagy mod: i
  Autophagy mod cell loss 18 h: -1
  b-catenin transl: -9.1
  b-catenin transl cell count 5 µM: 1256
  HEK293 NOD2/NF-kB: 9%
  Ins promoter up: nt
  Ins promoter up cell count: nt

CC(C)(C)C(=O)Nc1sc2c(c1C(=O)Nc1ccccn1)CCCC2
  Hep lipid drop: 10
  Hep lipid drop cells 6.5 µM: 675
  WT yeast gro inh: -2
  WT yeast gro inh mutant strain: -2
  MT stabilize HCS: 2.1
  MT stabilize HCS Hoechst-high %: 1.3
  MT stabilize HCS cytotoxicity %: 6.8
  Yfh1-depleted yeast: i
  Dynein cargo inh: 1.2
  Dynein cargo inh cytoplasmic EGFP: -0.17
  Dynein cargo inh nuclear GR-EGFP: 0.6
  Dynein cargo inh cell count: -0.4
  Autophagy mod: i
  Autophagy mod cell loss 18 h: -7
  b-catenin transl: -0.7
  b-catenin transl cell count 5 µM: 973
  HEK293 NOD2/NF-kB: 29%
  Ins promoter up: -0.26
  Ins promoter up cell count: 1624
